Compound activity as filed in PubChem BioAssay.
NPY-Y1 antag: NPY-Y1 (human) receptor antagonism | P25929 | HEK293-CNG Y1 cells, membrane potential fluorescence; NPY at EC95, then isoproterenol | inhibition, % at 3.6 µM | hit rate 1% among 200,000;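 active = inhibition above the campaign mean inhibition of all tested compounds plus 3 SD, cut at about 20% in these data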;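 also: 0% = DMSO wells given NPY plus isoproterenol and 100% = isoproterenol alone without NPY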
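Material: HEK293 Y1/CNG channel cell line; also added: NPY (25 nM), isoproterenol (1 µM), Ro 20-1724 (25 µM); doses: one concentration, 3.6 µM, in 0.4% DMSO; schedule: compound incubation 1 h at room temperature, readout 45 min post-stimulation; technique: membrane potential fluorescence; measure: fluorescence ratio normalized to % inhibition between controls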
eIF4E 4G PPI: inhibitors of eIF4E and eIF4G interaction in translation initiation. TR-FRET eIF4E-eIF4GI(517-606) binding, 2 h. hit rate 0.37% among 220,000. inhibition, % at 21.7 µM. P63073+Q04637;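 active = inhibition above about 30%, limit read from the data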;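 also: 0% = full FRET control wells and 100% = background wells lacking eIF4GI fragment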
NPY-Y1 PAM-ag: human NPY-Y1 potentiation or agonism, primary screen; P25929; NPY-Y1 expressing cells, potentiator/agonist activation; activation, % at 3.6 µM; hit rate 0.37% among 220,000; AID 1304; in the data active = activation above about 33%, passing the limit was not always enough;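 also: cells stimulated with NPY at EC10 then isoproterenol at EC100; 0% = low agonist plus stimulus and 100% = saturating agonist plus stimulus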
p97 inhibitor: inhibitors of human p97 ATPase; recombinant p97 ATPase, Kinase-Glo ATP luminescence, 3 h; inhibition, % at 8 µM; hit rate 0.42% among 220,000; in the data active = inhibition above about 15%;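 also: 0% = DMSO vehicle and 100% = wells lacking enzyme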
Target sequence (P55072 whole entry, looked up): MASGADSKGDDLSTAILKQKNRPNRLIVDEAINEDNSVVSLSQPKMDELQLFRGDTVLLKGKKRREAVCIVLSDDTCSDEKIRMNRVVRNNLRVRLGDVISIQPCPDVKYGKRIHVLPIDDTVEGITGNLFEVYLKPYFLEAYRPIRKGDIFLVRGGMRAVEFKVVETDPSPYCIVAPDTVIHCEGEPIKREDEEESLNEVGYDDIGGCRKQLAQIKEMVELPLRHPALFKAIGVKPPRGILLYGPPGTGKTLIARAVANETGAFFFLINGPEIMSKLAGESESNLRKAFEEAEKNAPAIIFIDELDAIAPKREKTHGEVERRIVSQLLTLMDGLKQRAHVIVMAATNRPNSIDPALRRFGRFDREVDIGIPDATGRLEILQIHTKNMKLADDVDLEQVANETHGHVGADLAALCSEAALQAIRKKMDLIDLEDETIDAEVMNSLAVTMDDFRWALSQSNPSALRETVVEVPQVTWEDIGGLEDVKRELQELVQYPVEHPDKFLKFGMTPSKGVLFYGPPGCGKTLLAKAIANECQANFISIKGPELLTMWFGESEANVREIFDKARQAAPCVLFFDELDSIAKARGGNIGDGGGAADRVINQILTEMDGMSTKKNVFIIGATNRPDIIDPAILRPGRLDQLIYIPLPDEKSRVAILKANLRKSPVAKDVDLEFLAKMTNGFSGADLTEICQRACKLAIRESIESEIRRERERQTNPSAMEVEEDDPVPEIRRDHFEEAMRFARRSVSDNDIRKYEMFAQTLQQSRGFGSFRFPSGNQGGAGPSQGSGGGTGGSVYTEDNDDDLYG
EP2 antag: blocks the human prostaglandin E2 receptor EP2; P43116; C6 glioma cells expressing human EP2, cAMP TR-FRET; cells stimulated with saturating PGE2; inhibition, % at 25 µM; hit rate 0.52% among 260,000;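 active = percent inhibition above 40 after rounding to a whole number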;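 also: rat C6 glioma host cells with rolipram phosphodiesterase inhibitor present; the protocol text gives 20 µM as final concentration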
EP2 modulator: modulates human prostaglandin E2 receptor EP2 signaling; P43116; EP2-expressing cells, cAMP HTRF FRET, PGE2 co-stimulation; induction, % at 25 µM; hit rate 0.83% among 260,000; AID 940;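 active = compounds whose cAMP rise, as percent of the full-agonist control response, exceeds 60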;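 also: rat C6 glioma line stably carrying human EP2 under a CMV promoter; the protocol text gives 20 µM as final concentration; 100% = response of wells given 1 µM PGE2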
S1P4 antag: human S1P4 receptor antagonism; S1P4-expressing cells, antagonist mode, reporter read-out; inhibition, % at 4.98 µM; hit rate 0.26% among 220,000; AID 1510; in the data active = inhibition above about 29%;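 also: 0% = wells stimulated with agonist and 100% = vehicle wells without agonist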
S1P4 agonist: activates the human S1P4 receptor; S1P4-expressing cell line, agonist reporter assay; activation, % at 4.98 µM; hit rate 0.35% among 220,000; AID 1509; in the data active = activation above about 11%;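 also: 0% = DMSO vehicle and 100% = reference agonist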
NPY2 pot ag: human NPY-Y2 potentiation or agonism, primary screen | P49146 | cells expressing NPY-Y2, potentiator/agonist read-out | activation, % at 3.6 µM | hit rate 0.45% among 220,000 | AID 1359; in the data active = activation above about 27%;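 also: cells stimulated with NPY near EC25 plus isoproterenol at EC100; 0% = vehicle plus submaximal agonist and 100% = vehicle plus saturating agonist; some results beyond the cut were filed as inactive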
* = called active by the depositor; x = no result given; [ ] = dose if it differs, or a comment.

cpd | Structure | EP2 antag | EP2 modulator | S1P4 agonist | NPY-Y1 PAM-ag | NPY-Y1 antag | p97 inhibitor | S1P4 antag | NPY2 pot ag | eIF4E 4G PPI
1 | O=C1C(=O)N(Cc2ccco2)C(c2cccc(Cl)c2)/C1=C(\O)c1ccc2c(c1)OCCO2 (stereo not given) | 16 | 34 | -0.2 | 5 | 1 | 1 | -2 | -5 | 5
2 | Cc1noc(C)c1CSc1nnc(-c2cc(Cl)ccc2Cl)n1N | 12 | -52 | 1.2 | -8 | -4 | 4 | -6 | 2 | 8
3 | COc1ccc(S(=O)(=O)NCc2ccc(F)cc2)cc1OC | 6 | -26 | 0.2 | 3 | -2 | 2 | 2 | 9 | 2
4 | COc1ccc(OC)c(C2C(C#N)=C(N)Oc3cc(N)ccc32)c1 (stereo not given) | 5 | 14 | -1.1 | -3 | 2 | 4 | -8 | -3 | -4[fluorescence artefact?]
5 | Cc1nc2nc(C)c(CCC(=O)Nc3ccc4c(c3)OCO4)c(C)n2n1 | 11 | 9 | -1.2 | -8 | -1 | 4 | 1 | 2 | -4
6 | CN(C1=NS(=O)(=O)c2ccccc21)c1ccc(OC(=O)c2ccncc2)cc1 | 3 | -4 | -0.5 | -3 | -5 | 3 | 7 | -6 | 0
7 | COc1ccc(C(=O)n2nc(C)cc2Nc2ccccc2)cc1 | 14 | 7 | -3.6 | -56 | 10 | 0 | 10 | 3 | 3
8 | Cc1cccc(C2c3[nH]c4ccccc4c3CCN2C(=O)Cc2n[nH]c(C)n2)n1 (stereo not given) | 5 | -9 | 1.7 | 1 | 0 | 0 | -14 | 3 | 1
9 | CN(C)CCNC(=O)Cc1ccc([N+](=O)[O-])cc1 | 6 | 20 | 0.7 | -15 | -3 | 7 | -16 | 10 | 1
10 | Cn1cnc2c1c(=O)n(Cc1ccc(F)cc1Cl)c(=O)n2C | 14 | 19 | -4.6 | 1 | -5 | 6 | -2 | 14 | 7
11 | CC(=O)c1cc(-c2ccccc2)n(CCC(=O)NC2CCCC2)c1C | -1 | -21 | 0.4 | -4 | -1 | 2 | -5 | 6 | 0
12 | O=c1c(-c2ccccc2)c(O)cc(-c2ccncc2)n1-c1ccc(Cl)cc1 | 8 | 25 | 0.7 | 23 | -1 | 2 | -6 | 8 | 0
13 | NNc1nc2cccnc2n(CCNc2ncc(C(F)(F)F)cc2Cl)c1=O | 9 | 3 | 0.1 | 14 | -7 | 0 | 1 | -6 | -5
14 | COc1ccc2nc(SC)cc(C)c2c1 | 7 | -1 | 0.4 | 26 | x | 7 | -12 | 7 | -1
15 | FC(F)(F)c1cc(C(F)(F)F)n2nc(-c3sccc3-n3cccc3)cc2n1 | 4 | 14 | 0.0 | 10 | 1 | 4 | -30 | -4 | 7
16 | Cc1occc(=O)c1OC(=O)Nc1ccc(Cl)c(Cl)c1 | 6 | -16 | -2.5 | 12 | -7 | -2 | -15 | 9 | -6
17 | CCOC(=O)C1(CC2CCCCO2)CCN(C(=O)Nc2ccc(C)c(C)c2)CC1 (stereo not given) | 2 | 8 | -1.5 | -5 | 1 | -2 | 4 | -13 | -3
18 | CC(C)(C)c1ccc(/C=N/NC(=S)NCc2ccccc2)cc1 | 1 | 0 | -0.5 | 10 | 3 | 1 | 0 | 1 | 10
19 | CC(C)COC(=O)Cn1cnc2ccc(Br)cc2c1=O | x | 2 | 1.6 | 3 | 0 | 3 | -5 | 12 | 2
20 | CCOc1cc(/C=N/N=C(N)N)ccc1OCc1ccc(Cl)cc1 | 8 | -16 | 0.6 | -27 | 2 | 5 | -22 | -8 | 10
21 | Cc1nnc(SCC(=O)NC2CC2)n1CCc1ccccc1 | 27 | 17 | -0.4 | -23 | -2 | 0 | -22 | -3 | 2[fluorescence artefact?]
22 | O=C(NCc1nc2ccccc2[nH]1)C1=C[C@H](c2ccccc2)C[C@H](OCc2ccc(CO)cc2)O1 | 5 | -5 | 0.1 | 0 | -1 | 5 | -1 | -4 | 0
23 | COc1ccc(CCNc2ccc(N3C(=O)CC(C)C3=O)cc2[N+](=O)[O-])cc1OC (stereo not given) | 4 | -26 | 0.0 | -6 | 7 | 1 | -11 | 37* | -1
24 | c1ccc(-c2nnc3n2CCCC3)cc1 | 6 | 4 | 0.9 | 22 | 8 | 1 | -24 | 9 | -8
25 | COc1ccc(NS(=O)(=O)c2ccc(NC(=O)c3ccc(N(C)S(C)(=O)=O)cc3)cc2)c(OC)c1 | 6 | -50 | 1.6 | -17 | 8 | 5 | -3 | 11 | -4
26 | O=C(COC(=O)Cc1c(Cl)cccc1Cl)Nc1ccccc1-c1ccccc1 | 12 | 41 | 1.3 | -31 | 7 | -7 | 6 | -7 | -2[fluorescence artefact?]
27 | CC1CCCN(C(c2ccccc2)c2sc3ncnn3c2O)C1 (stereo not given) | 10 | 23 | -0.5 | 16 | -5 | 8 | 5 | 9 | 3
28 | CC(=O)N/N=C(\C)C1COc2ccccc2O1 (stereo not given) | 2 | 6 | 0.5 | -1 | x | -3 | 10 | 3 | 0
29 | Nc1nc2ncc(-c3ccsc3)c(N)n2n1 | 10 | 11 | 1.3 | 10 | 1 | 3 | -4 | 1 | -4
30 | S=c1[nH]nc(-c2ccco2)n1C1CCCCC1 | 3 | 21 | 1.6 | 4 | 5 | 4 | -21 | 1 | 4
31 | COc1ccc2nc(NC(=O)CCNS(=O)(=O)c3ccc4c(c3)oc(=O)n4C)sc2c1 | x | 8 | 0.3 | 22 | -3 | 1 | 0 | -5 | -4
32 | COc1ccc(-c2nn(-c3ccccc3)cc2/C=N/NC(N)=S)cc1OC | 7 | 7 | -1.4 | -22 | 2 | 0 | -13 | 6 | 1
33 | COc1ccccc1NC(=O)Cn1nnc(C(=O)Nc2ccccc2)c1N | 7 | 18 | 0.6 | 25 | -2 | 7 | 0 | 9 | -6
34 | Cc1ccn2cc(CCNC(=O)C3CC=CCC3C(=O)O)nc2c1 (stereo not given) | 5 | 9 | 0.7 | -4 | x | -5 | 2 | -4 | -4
35 | COc1cccc(NC(=O)CSc2nnc(-c3cc(-c4ccccn4)nc4ccccc34)o2)c1 | 17 | -2 | -0.3 | 5 | 3 | 7 | -12 | 24 | 0
36 | CC12CCC(C(=O)N(NC(=O)c3cccnc3)C1=O)C2(C)C (stereo not given) | 14 | 18 | 1.0 | 2 | -2 | 3 | -21 | -14 | -2

Brought forward from above: 2 compounds, followed by the next part.
cpd | Structure | EP2 antag | EP2 modulator | S1P4 agonist | NPY-Y1 PAM-ag | NPY-Y1 antag | p97 inhibitor | S1P4 antag | NPY2 pot ag | eIF4E 4G PPI
35 | COc1cccc(NC(=O)CSc2nnc(-c3cc(-c4ccccn4)nc4ccccc34)o2)c1 | 17 | -2 | -0.3 | 5 | 3 | 7 | -12 | 24 | 0
36 | CC12CCC(C(=O)N(NC(=O)c3cccnc3)C1=O)C2(C)C (stereo not given) | 14 | 18 | 1.0 | 2 | -2 | 3 | -21 | -14 | -2
37 | Cc1cc(O)c(-c2n[nH]c3c2C(c2cccc(O)c2)N(Cc2cccnc2)C3=O)cc1Cl (stereo not given) | 0 | 9 | 0.2 | 1 | 1 | 6 | 13 | 18 | -3[fluorescence artefact?]
38 | O=C(Nc1ccc(Cl)c(Cl)c1)O/N=C/c1ccncc1 | 14 | -43 | 0.9 | 0 | 1 | 8 | -12 | 6 | 2
39 | Cc1sc2ncnc(NCc3ccccc3)c2c1C | 13 | 6 | -0.5 | -2 | 5 | -5 | 29 | 17 | 3
40 | COc1ccc(C(=O)N[C@H](C(=O)NCc2cccs2)C(C)C)cc1 | 1 | 10 | 1.2 | -29 | 6 | 0 | -8 | 6 | -3
41 | C=CCOC(=O)C1=C(C)NC(=S)C(C#N)(CC=C)C1c1ccccc1Cl (stereo not given) | 11 | -28 | 1.4 | 10 | x | 5 | -1 | -12 | 2
42 | COc1ccc(NC(=S)Nc2cc(C)[nH]n2)cc1Cl | 5 | 6 | 0.1 | 37 | x | 1 | 13 | 17 | -12
43 | CN1CCN(CCCNC(=O)c2cc3c(=O)n(C)c4ccccc4c3s2)CC1 | 7 | -2 | -2.8 | -3 | 2 | 9 | -31 | 15 | -1
44 | CCOCCc1nnc(NC(=O)COC)s1 | 5 | -33 | 1.1 | 1 | 4 | -4 | 0 | -20 | -4[fluorescence artefact?]
45 | Cc1cc(-n2cccn2)ccc1CN1CCN(C2CCCC2)C(CCO)C1 (stereo not given) | 1 | 14 | 0.8 | -16 | 3 | 0 | 5 | 2 | 5
46 | COc1ccc(C)cc1NC(=O)CN1CCN(S(=O)(=O)c2ccc(C(C)C)cc2)CC1 | 14 | 23 | 0.2 | 8 | 3 | 0 | -14 | -4 | -16
47 | COc1ccc(C(=O)/C=C/Nc2ccc(S(=O)(=O)Nc3cccc(C(C)=O)c3)cc2)cc1 | 6 | -15 | 2.9 | 8 | -5 | 4 | -6 | -14 | -6
48 | Clc1ccc2[nH]cc(-c3nnnn3-c3ccc4ccccc4c3)c2c1 | 3 | -47 | 0.8 | 16 | -9 | 5 | -21 | 19 | -27
49 | CCc1ccc(NC2Nc3cc(C)nn3S2)cc1 (stereo not given) | 8 | 1 | 1.8 | 16 | 2 | 4 | 1 | 16 | 2[fluorescence artefact?]
50 | Cc1ccc(NC(=O)c2cc(C)n(-c3cccc(C)c3)c2C)cc1 | 6 | -14 | 0.6 | -22 | 12 | -3 | -42 | -12 | 4
51 | CCOC(=O)c1c(N)sc(C(=O)Nc2ccccc2)c1C | 22 | -66 | 0.1 | 20 | -9 | -7 | 4 | -7 | -3
52 | CN(C)S(=O)(=O)c1ccc(C(=O)Nc2nnc(-c3ccc4c(c3)CCCC4)o2)cc1 | 12 | -22 | 1.0 | -1 | 3 | 3 | 8 | -9 | 1
53 | O=C(Nc1cc(Cl)cc(Cl)c1)c1coc(=O)c(Br)c1 | 8 | -34 | -0.2 | -21 | x | 2 | -1 | -19 | 2
54 | COc1ccc(/C=N/NC(=O)CCCOc2ccc(Cl)cc2Cl)cc1 | 10 | -75 | 1.0 | -52 | 1 | 4 | 1 | -16 | 3
55 | NC(=S)NNC(=O)/C(=C/c1ccc(Br)cc1)NC(=O)c1ccccc1 | 8 | 11 | 1.2 | 12 | 4 | 3 | -19 | -13 | -3
56 | CC(=O)c1sc(NC(=O)c2c(F)cccc2F)nc1-c1ccccc1 | 9 | -36 | 1.0 | 9 | 1 | 5 | -23 | -5 | 2
57 | Cc1cc(C)c(NC(=O)C2CCN(c3cnccn3)CC2)c(C)c1 | 3 | 26 | 1.6 | -5 | 1 | -2 | -8 | -9 | -3
58 | Cc1ccc(NC(=O)CCC(=O)N/N=C/c2cccs2)cc1 | 10 | -7 | -1.3 | 2 | 2 | 0 | 4 | 1 | -3
59 | CCOC(=O)C1CCCN(CCC(=O)Nc2ccccc2)C1 (stereo not given) | 7 | 5 | -1.6 | -5 | 4 | -6 | -7 | 5 | -7
60 | CC1=Nc2ccc3ccccc3c2C1(C)C | 2 | 10 | 1.1 | 8 | -3 | -1 | -6 | 3 | -4
61 | CCc1ccccc1NC(=O)c1cnc2n(c1=O)CCS2 | 13 | -1 | -1.2 | 14 | -3 | 4 | 5 | 11 | 0
62 | O=C(O)CC(NS(=O)(=O)c1c(F)cc(F)cc1Br)c1ccccc1Cl (stereo not given) | 5 | 6 | -1.0 | -9 | -4 | 4 | -14 | 4 | 0
63 | Cc1cc(C)n2nc(C(=O)Nc3ccc(S(=O)(=O)N(C)C)cc3)nc2n1 | 7 | -33 | 0.4 | 4 | x | -5 | 2 | 8 | 5

These rows are one share of the data; rates above refer to the full screens.
